From PubChem BioAssay
Tb PYK inh = blocks Trypanosoma brucei pyruvate kinase. Q57TT1. TbPYK enzyme, Kinase-Glo Plus ATP luminescence, 45 min. Potency, µM (top dose mostly 76.8 µM), for the others: at the highest dose activity, negative = inhibition, actives largely listed as inhibitors. actives 0.12% (n = 410,000). AID 624173; note: potency is the fitted concentration of half-maximal effect; % is set by controls: 0 for no effect and ±100 for the full control effect; nearly all actives have a fitted effect of over 50% in size
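ADP (130 uM final) triggers the TbPYK reaction after compound addition; incubation is 45 min at room temperature. Kinase-Glo Plus is then added and luminescence imaged. Normalized data are fitted to concentration-effect curves.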
Pf growth 96h = P. falciparum growth inhibition at 96 hours. P. falciparum luciferase reporter growth, 96 h. Potency, µM (highest dose often 28.7 µM), for the others: at the top dose activity change, negative = inhibition, most hits filed as inhibitors. actives 6.9% (n = 320,000). AID 504834; note: potency is the fitted concentration of half-maximal effect; % is set by controls: 0 for no effect and ±100 for the full control effect
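Infected RBCs, 2% Hct / 0.05% parasitemia final; luciferase-reporter P. falciparum; cpd 96 h, 37 C, 5% CO2; luciferase detection reagent; luminescence.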
Pf growth 48h = P. falciparum growth inhibition at 48 hours (one generation); P. falciparum luciferase growth in erythrocytes, 48 h; Potency, µM (titrated, usually from 28.7 µM), without a hit: top-dose activity change, negative = inhibition, usual class: inhibitors; actives 5.9% (n = 310,000); note: potency is the fitted concentration of half-maximal effect; % is set by controls: 0 for no effect and ±100 for the full control effect
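Luciferase-expressing parasites in RBCs, 2% Hct / 0.1% parasitemia final; RPMI 1640 + 0.5% Albumax; 37 C, 5% CO2, one generation; luminescence read-out, lower signal = inhibition.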
Shiga toxin inh = inhibitors of Shiga toxin in Vero cells. Vero cells, Shiga toxin protein synthesis inhibition reporter. inhibition, % at 38.7 µM. actives 9.2% (n = 290,000). AID 2315; in the data active = inhibition mostly above about 28%, no sharp cut-off; inactive = mostly below about 43%; note: 0% is about no effect
Cycloheximide cs = affects cycloheximide protein synthesis inhibition readout, counter-screen | cell reporter, cycloheximide protein synthesis inhibition counterscreen | max response, % | actives 12% (n = 300,000); in the data active = max response mostly above about 13%, no sharp cut-off; inactive = mostly below about 14%; note: read at 38.3 µM for the half of the compounds with a filed dose; 0% is about no effect
LmPK inhibitor = LmPK (Leishmania mexicana) enzyme inhibition; Q27686; purified LmPK, Kinase-Glo ATP luminescence, 1 h; Potency, µM (doses to about 57.5 µM), inactives show at the highest dose activity change, negative = inhibition, usual class: inhibitors; actives 0.37% (n = 290,000); note: potency is the fitted concentration of half-maximal effect; % is set by controls: 0 for no effect and ±100 for the full control effect
Target sequence (Q27686 whole entry, looked up): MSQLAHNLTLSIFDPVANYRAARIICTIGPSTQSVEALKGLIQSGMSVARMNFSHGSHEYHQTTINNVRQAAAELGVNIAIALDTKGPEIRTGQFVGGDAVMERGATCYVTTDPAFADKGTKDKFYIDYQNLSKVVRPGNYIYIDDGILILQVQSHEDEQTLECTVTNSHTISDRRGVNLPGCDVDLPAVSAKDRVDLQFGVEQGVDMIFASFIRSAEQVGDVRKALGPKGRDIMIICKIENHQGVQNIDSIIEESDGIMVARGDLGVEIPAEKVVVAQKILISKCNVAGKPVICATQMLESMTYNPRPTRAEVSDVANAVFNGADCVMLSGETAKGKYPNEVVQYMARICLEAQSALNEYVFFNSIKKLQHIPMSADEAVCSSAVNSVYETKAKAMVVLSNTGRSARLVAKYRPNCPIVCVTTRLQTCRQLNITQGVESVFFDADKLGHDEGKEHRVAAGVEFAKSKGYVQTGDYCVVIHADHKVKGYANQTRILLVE
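Kinase-Glo luminescence read after 1 h RT reaction of 0.1 nM LmPK with 0.5 mM PEP and 0.1 mM ADP. Activity scaled between uninhibited and enzyme-free controls.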
AmpC no deterg = blocks E. coli AmpC beta-lactamase in detergent-free assay; P00811; AmpC nitrocefin hydrolysis, absorbance 480 nm, 0.0001% Triton; Potency, µM (series often up to 57.1 µM), without a hit: top-dose activity change, negative = inhibition, usual class: inhibitors; actives 0.52% (n = 330,000); AID 485341;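 note: potency is the fitted concentration of half-maximal effect; plate controls were no compound for no effect and no enzyme for full effect; nearly all actives have a fitted effect of over 20% in size; some results filed as inactive show a strong effect at the top dose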
Target sequence (P00811 whole entry, looked up): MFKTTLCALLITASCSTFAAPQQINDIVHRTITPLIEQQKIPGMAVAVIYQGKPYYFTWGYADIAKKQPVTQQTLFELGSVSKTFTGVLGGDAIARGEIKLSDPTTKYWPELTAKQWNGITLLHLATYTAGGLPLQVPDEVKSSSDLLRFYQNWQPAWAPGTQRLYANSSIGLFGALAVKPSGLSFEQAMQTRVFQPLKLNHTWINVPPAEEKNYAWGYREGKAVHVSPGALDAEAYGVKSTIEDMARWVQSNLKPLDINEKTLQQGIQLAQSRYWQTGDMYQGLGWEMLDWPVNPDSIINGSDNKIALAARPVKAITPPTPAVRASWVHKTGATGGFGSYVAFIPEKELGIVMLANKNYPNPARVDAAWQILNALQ
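AmpC (5.3 nM in the dispensed reagent) in 20 mM phosphate pH 7.0 with 0.01% (detergent screen) or 0.0001% Triton X-100 was preincubated with compounds for 15 min at room temperature. Nitrocefin was then added from an 800 uM solution, and hydrolysis was followed at 480 nm.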
Numbers without * were called inactive; i = inactive; u = inconclusive; x = not tested or not shown; & = joins results of further samples; [ ] = another dose, or the depositor's remark. Unless noted, calls come from the whole dose curve; as a rule, active = well fitted curve in the direction sought with a large enough effect; inconclusive = small, poorly fitted or top-dose-only effect, or another doubt; inactive = no such curve, though single readings can be large; an effect the other way counts as inactive or inconclusive.

SMILES	Tb PYK inh	Pf growth 96h	Pf growth 48h	Shiga toxin inh	Cycloheximide cs	LmPK inhibitor	AmpC no deterg
COC(=O)c1ccccc1NC(=O)COC(=O)CO/N=C(\C)c1ccc2c(c1)OCO2	-4%	34%[activator]	21%	3	-3	2%	-35%
COc1ccc(C(=O)NC2CCN(C(=O)Nc3ccc(F)cc3)CC2)cc1	-3%	u	-1%	-7	-5	-4%	-4%
O=C(Oc1ccc(Cl)cc1)c1ccc(N2CCOCC2)c([N+](=O)[O-])c1	-3%	-3%	8%	-3	1	-1%	-6%
CC(=O)Cn1ncc(N(C)Cc2ccccc2)c(Cl)c1=O	-1%	92%[activator]	97%[activator]	64*	48*	-1%	-9%
O=C(COc1ccc(Cl)cc1)NCCNc1ccc([N+](=O)[O-])cc1	-12%	3%	19%	-3	-2	-2%	-23%
COC(=O)c1ccc(N/C(C)=C/C(=O)c2ccc(C)o2)cc1	-4%	u	-4%	-7	-3	0%	-18%
Cc1cc(C)c2[nH]c(=O)c(CN(Cc3ccccc3)C(=S)NCCCN(C)C)cc2c1	-1%	14%	13µM*	-23	-3	-2%	3%
CCc1noc(C)c1C(=O)N1CCCC(CCC(=O)NCc2ccc(F)c(F)c2)C1 (stereo not drawn)	1%	u	u	36	-3	-4%	17%
O=C(O)Cn1c(=O)cnc2ccccc21	4%	x	11%	16	-5	6%	-12%
COc1ccc2[nH]c3c(=O)n(/N=C/[C@H]4C(C)C=C(C)CC4C)c(=O)[nH]c3c2c1 (stereo partly drawn)	0%	-67%	u	5	-2	-3%	-39%
COC(=O)c1c(NC(=O)CN2CCN(c3ncccn3)CC2)sc(C(N)=O)c1C	-7%	-12%	u	12	-5	-4%	-22%
COC(=O)c1c(C(=O)OC)c(-c2ccc(F)cc2)n2c1CSC2	-2%	-1%	6%	-10	-3	0%	-2%
COc1ccccc1NC(=O)Cc1nnc(SCC(=O)Nc2ccc(F)cc2F)n1C	7%	7%	5%	2	-2	0%	-2%
CCc1ccc(N2CCN(S(=O)(=O)CC34CCC(CC3=O)C4(C)C)CC2)cc1 (stereo not drawn)	4%	2%	u	-2	5	5%	13%
COc1ccc(N(C(C)C(=O)NCCSCc2cccc(Cl)c2)S(C)(=O)=O)cc1 (stereo not drawn)	-2%	u	-34%	x	-2	10%	76%[activator]
CSc1ncc(CN2CCc3c([nH]c4ccccc34)C2C(C)(C)C)cn1 (stereo not drawn)	0%	-26%	u	-4	-4	5%	-32%
O=C(COC(=O)c1nc(Cl)ccc1Cl)NC1CCCCCC1	-12%	69%[activator]	16%	x	x	x	12%
Cn1c(=O)c2c(SCc3ccccc3)nc(C3CC3)nc2n(C)c1=O	-4%	-17%	17%	-3	-2	-5%	-9%
Cc1ccc(N(CC(=O)N/N=C/c2cccs2)S(C)(=O)=O)cc1	-20%	u	-12%	19	7	0%	-24%
CCN(C(=O)c1cn(C)c(=O)c2cc(OC)c(OC)cc12)c1cc(C)ccc1C	0%	71%[activator]	9.3µM*	-11	-3	4%	66%[activator]
CCc1cc(C(=O)NNC(=S)NC(C)c2ccccc2)cs1 (stereo not drawn)	-16%	x	20%	-25	-3	-3%	-37%
O=C(O)Cn1cc(/C=C2\C(=O)NC(=O)N(Cc3ccco3)C2=O)c2ccccc21	1%	0%	i	1	-3	9%	-6%
N#C/C(=N\Nc1cc(Cl)cc(Cl)c1)c1nnc2n1CCCCC2	-1%	u	u	7	6	3%	95%[activator]
O=C(c1cc(-c2ccc(Cl)c(Cl)c2)on1)N1CCOCC1	-3%	u	213%[activator]	45*	17*	-1%	-2%
CCCCNC(=O)C1(NC(=O)Nc2ccc(C)cc2)CCCCC1	-28%	1%	0%	25	21	0%	-13%[11.4 µM]
O=C(NCc1ccc(F)cc1)c1cccc2c1C(=O)c1ccc(N3CCOCC3)cc1S2(=O)=O	-4%	u	u	x	x	x	134%[activator]
CCCCNC(=O)N(O)C1N(/N=C/c2ccco2)C(=S)SC1(C)C (stereo not drawn)	5%	u	u	x	x	x	-21%
O=C(CSc1nc2ccccc2s1)N/N=C/c1ccco1	-4%	13%	39%[activator]	29	14*	0%	-25%
CC1(NC(=O)c2cccc(S(=O)(=O)N3CCN(c4ccc(F)cc4)CC3)c2)CCS(=O)(=O)C1 (stereo not drawn)	-3%	u	u	x	x	x	129%[activator]
COc1ccc(C(=O)OCC(=O)c2ccc(Br)s2)c(OC)c1	1%	49%[activator]	55%[activator]	x	x	x	-16%
Cc1cc(N2CCN(c3cccc(C(F)(F)F)c3)CC2)n2ncnc2n1	-3%	x	u	-15	-1	-7%	-9%
N#Cc1ccc(CSc2nc(N)cc(N)n2)cc1	-21%	-33%	-15%	13	7.9*	-2%	-16%
COc1ccc(/C=C/C(=O)NC(=S)NN2CCCCC2c2cccnc2)cc1 (stereo not drawn)	-1%	13µM*	-17%	-6	2	13%	0%
CC1CCN(c2ccc(C(=O)O)cc2)CC1	-1%	-1%[5.75 µM]	9%	-4	1	5%	-14%
C/C(=N\NC(=O)C(c1ccncc1)N1CCOCC1)c1ccc(Br)cc1 (stereo not drawn)	2%	2%	13%	10	0	1%	-9%
O=C(NNc1c(Cl)cncc1Cl)c1cccs1	-6%	8%	u	-12	-1	2%	-19%
CC1(c2ccccc2)NC(=O)N(CC(=O)NC(=O)NCc2ccco2)C1=O (stereo not drawn)	-5%	u	13%	25	-3	-2%	-9%
COc1ccc(NC(=O)c2cc(-c3ccccc3O)n[nH]2)cc1Cl	-17%	2.1µM*	2.6µM*	51*	12	2%	-58%
Cc1cc(C(=O)NNCc2ccccc2)no1	-13%	12%	4%	x	x	x	-16%
O=C(NCC1CCCO1)c1ccc(Cl)c(S(=O)(=O)N2CCCCC2)c1 (stereo not drawn)	5%	2%	u	-5	-2	-6%	0%
COc1ccc2c(c1O)-c1ccccc1CCN(C)C2	-7%	-2%	0%	-6	-1	-2%	-12%
Clc1ccc(COC(Cn2ccnc2)c2ccc(Cl)cc2Cl)cc1 (stereo not drawn)	-7%&4%	1.9µM*	2.1µM*	-12	-3	-2%	29%
COc1cccc2cc(C(N)=O)/c(=N/NC(=O)COc3ccc(Cl)cc3)oc12	x	4%	10%	-4	-4	9%	-14%
O=C(NCc1ccccc1)C1=C[C@H](c2coc3ccccc3c2=O)C[C@H](OCc2ccc(CO)cc2)O1	6%	u	u	-9	-1	2%	-10%
COc1ccc(C(C(=O)NC2CCCCC2)N(Cc2cccs2)C(=O)Cc2c[nH]c3ccccc23)cc1 (stereo not drawn)	9%	46%[activator]	u	-4	-1	3%	-32%
CC(=O)OCc1c(COC(C)=O)[n+](=O)c2ccccc2n1[O-]	2%	24%	18%	12	-2	-1%	-17%
COc1cccc(CN2CCC(C(=O)N3CCN(Cc4ccc5c(c4)OCO5)CC3)CC2)c1	12%	5%	-14%	-25	-4	-6%	2%
CC(=O)Nc1ccc(C(=O)OCC(=O)c2ccc(C)c([N+](=O)[O-])c2)cc1	-13%	58%[activator]	25%	-17	-4	4%	-7%

A second format for some results above:
| SMILES | Tb PYK inh | Pf growth 96h | Pf growth 48h | Shiga toxin inh | Cycloheximide cs | LmPK inhibitor | AmpC no deterg |
| --- | --- | --- | --- | --- | --- | --- | --- |
| O=C(NCc1ccccc1)C1=C[C@H](c2coc3ccccc3c2=O)C[C@H](OCc2ccc(CO)cc2)O1 | 6% | u | u | -9 | -1 | 2% | -10% |
| C/C(=N\NC(=O)C(c1ccncc1)N1CCOCC1)c1ccc(Br)cc1 (stereo not drawn) | 2% | 2% | 13% | 10 | 0 | 1% | -9% |

Next part:
SMILES	Tb PYK inh	Pf growth 96h	Pf growth 48h	Shiga toxin inh	Cycloheximide cs	LmPK inhibitor	AmpC no deterg
CN(CCC#N)C(=O)Cn1nc(Cc2ccncc2)c2ccccc2c1=O	3%	13µM*	x	11	-1	4%	-4%
CCOc1cc(C(=S)N2CCOCC2)ccc1O	2%	13µM*	-8%	-8	-1	-8%	-8%
O=C(NC1CCCCC1)C(c1ccc2ncccc2c1)N(Cc1cccs1)C(=O)c1cccs1 (stereo not drawn)	1%	u	12µM*	-23	12	-2%	28%
COc1ccc(/C=C(\NC(=O)c2ccccc2)C(=O)NCc2cccnc2)cc1	11%	18%	3%	13	-5	6%	-4%
CCOC(=O)Cc1csc(NC(=O)c2cc(OC)cc(OC)c2)n1	0%	-28%	-8%	14	6	-11%	-33%
COC(=O)Nc1sc2c(c1C(=O)NCc1ccco1)CCC2	-1%	-2%[5.75 µM]	u	17	2	1%	26%
O=C(CCCCCN1C(=O)c2cccc3cccc(c23)C1=O)NCCCO	0%	u	u	x	3	-1%	30%
CC(OC(=O)c1ccc2noc(-c3ccccc3)c2c1)C(N)=O (stereo not drawn)	5%	1%	u	1	3	0%	-17%
CCOC(=O)N1CCN(C(=O)C2CCN(S(=O)(=O)c3ccc(F)cc3)CC2)CC1	3%	5%	-8%	-11	-3	-1%	27%
O=C(CNS(=O)(=O)c1ccccc1)OCC(=O)c1c[nH]c2ccccc12	-1%	4.1µM*	8.3µM*	x	x	x	-11%
O=C1CC(O)(C(F)F)Oc2ccc3ccccc3c21 (stereo not drawn)	6%	19%	27%	11	9	-3%	-25%
COC(=O)CN(C#N)c1nc(NCc2ccccc2)nc(OC)n1	-7%	u	9.3µM*	4	5	-3%	-12%

Grouped by structure, those above containing a thiophene ring, fused or not.
SMILES	Tb PYK inh	Pf growth 96h	Pf growth 48h	Shiga toxin inh	Cycloheximide cs	LmPK inhibitor	AmpC no deterg
COC(=O)c1c(NC(=O)CN2CCN(c3ncccn3)CC2)sc(C(N)=O)c1C	-7%	-12%	u	12	-5	-4%	-22%
Cc1ccc(N(CC(=O)N/N=C/c2cccs2)S(C)(=O)=O)cc1	-20%	u	-12%	19	7	0%	-24%
CCc1cc(C(=O)NNC(=S)NC(C)c2ccccc2)cs1 (stereo not drawn)	-16%	x	20%	-25	-3	-3%	-37%
COc1ccc(C(=O)OCC(=O)c2ccc(Br)s2)c(OC)c1	1%	49%[activator]	55%[activator]	x	x	x	-16%
O=C(NNc1c(Cl)cncc1Cl)c1cccs1	-6%	8%	u	-12	-1	2%	-19%
COc1ccc(C(C(=O)NC2CCCCC2)N(Cc2cccs2)C(=O)Cc2c[nH]c3ccccc23)cc1 (stereo not drawn)	9%	46%[activator]	u	-4	-1	3%	-32%
O=C(NC1CCCCC1)C(c1ccc2ncccc2c1)N(Cc1cccs1)C(=O)c1cccs1 (stereo not drawn)	1%	u	12µM*	-23	12	-2%	28%
COC(=O)Nc1sc2c(c1C(=O)NCc1ccco1)CCC2	-1%	-2%[5.75 µM]	u	17	2	1%	26%
